High-throughput results (PubChem)
Wnt act: activators of Wnt/beta-catenin signaling. Wnt/beta-catenin reporter cell assay, activator, plate reader. activation, % at 9.35 µM. AID 743398. hit rate 1.2% among 300,000; in the data active means activation above about 30%, passing the limit was not always enough;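 further: 0% = neutral control wells and 100% = positive control wells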
RTF Ca sens inh: cardiac RTF calcium desensitization. IANBD-labeled cardiac RTF, Ca2+ fluorescence. hit rate 0.12% among 340,000. P19429+P45379. inhibition, % at 7.15 µM;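 active means inhibition above the mean inhibition of all tested compounds plus 3 SD, cut at about 17% in these data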;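 further: assay run at fixed EC70 calcium of 1.6 mM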
Arrestin-AP2 inh: blocks beta-arrestin peptide binding to AP2 adaptin; FITC-arrestin peptide / GST-AP2 beads, flow cytometry; AP2 beta2 appendage carries R879A mutation; inhibition, % at 10 µM; hit rate 0.31% among 340,000;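 active means inhibition above a set limit, near 3 SD of compounds lacking own fluorescence, cut at about 54% in these data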;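 further: plate controls were DMSO wells for no effect and 5 µM unlabelled arrestin peptide for full effect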
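Material – GST-tagged AP2 beta2-adaptin appendage (R879A) on 4 µm glutathione beads · Probe or stimulus – fluorescein-tagged arrestin peptide at 50 nM final · Timing – 12 min plus 1 h, RT · Detection – bead flow cytometry, FITC channel · Read-out basis – inhibition as reduced fluorescein signal on beads, percent · Medium – PBS plus Tween 20 (0.05%) and BSA (0.1%)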
OPRM1-OPRD1 inv: mu-delta opioid heterodimer inverse agonism. hit rate 0.21% among 340,000. P35372+P41143. inhibition, % at 9.3 µM. cell-based MOR-DOR heterodimer luminescence; in the data active means inhibition above about 22%, passing the limit was not always enough;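 further: 0% = cells with DMSO and 100% = wells without cells with DMSO; values of inactives mirror those of a sister screen read the other way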
Target sequence (P35372 whole entry, looked up): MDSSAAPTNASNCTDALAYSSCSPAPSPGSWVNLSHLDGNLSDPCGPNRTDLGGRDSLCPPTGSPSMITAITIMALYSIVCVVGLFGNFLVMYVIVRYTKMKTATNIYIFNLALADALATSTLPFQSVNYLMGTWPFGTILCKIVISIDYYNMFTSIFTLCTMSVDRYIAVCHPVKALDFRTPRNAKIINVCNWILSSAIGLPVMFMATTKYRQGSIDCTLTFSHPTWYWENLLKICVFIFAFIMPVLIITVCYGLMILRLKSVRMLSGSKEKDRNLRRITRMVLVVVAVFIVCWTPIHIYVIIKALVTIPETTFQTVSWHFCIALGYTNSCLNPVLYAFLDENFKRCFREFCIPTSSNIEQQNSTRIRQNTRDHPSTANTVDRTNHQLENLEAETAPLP
Target sequence (P41143 whole entry, looked up): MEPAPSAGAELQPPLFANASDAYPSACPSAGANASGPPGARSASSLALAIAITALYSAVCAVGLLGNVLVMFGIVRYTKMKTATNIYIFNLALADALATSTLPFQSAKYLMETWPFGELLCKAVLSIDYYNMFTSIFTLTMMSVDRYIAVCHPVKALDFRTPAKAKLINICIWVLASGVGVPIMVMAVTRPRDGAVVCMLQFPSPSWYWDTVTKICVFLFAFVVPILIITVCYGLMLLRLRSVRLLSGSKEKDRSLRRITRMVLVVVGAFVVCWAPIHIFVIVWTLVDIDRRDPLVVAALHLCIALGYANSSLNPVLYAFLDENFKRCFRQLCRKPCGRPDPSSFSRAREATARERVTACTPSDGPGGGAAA
LANA DNA inh: blocks KSHV LANA C-terminal domain binding to DNA; AID 504423; hit rate 0.078% among 340,000; MBP-C-LANA/FAM-LBS DNA binding, fluorescence polarization; inhibition, % at 9 µM;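 active means highest replicate inhibition at or above 60% at 9 µM, even if other replicates fall short; inactive means all replicates below 60% inhibition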;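 further: 0% = neutral control wells and 100% = 4 µM acridine orange control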
OPRM1-OPRD1 ag: OPRM1-OPRD1 heterodimerization agonism; P35372+P41143; cells, luminescence; activation, % at 9.3 µM; hit rate 0.3% among 340,000; in the data active means activation above about 18%;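 further: 0% = vehicle-treated cells and 100% = reference agonist; values of inactives mirror those of a sister screen read the other way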
V-ATPase pH: alters yeast V-ATPase proton transport. response, % at 10 µM. S. cerevisiae, pHLuorin cytosolic pH fluorescence. hit rate 0.37% among 350,000; in the data active means response mostly above about 7.3%, no sharp cut-off; inactive means mostly below about 5.4%; further: actives read high; inactives centre near 0; some compounds called inactive have numbers as strong as hits; reference of the scale not given here
Keap1-Nrf2 PPI: disrupts human Keap1 binding to Nrf2 peptide. Q14145. Keap1 Kelch-Nrf2 peptide fluorescence polarization, 1536-well. inhibition, % at 9.4 µM. hit rate 0.15% among 340,000. AID 504523; in the data active means inhibition above about 12%;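 further: human Keap1 Kelch domain with fluorescein labeled Nrf2 9mer peptide probe; 0% = neutral control wells and 100% = peptide positive control; higher means more block of Keap1 binding to Nrf2 peptide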
RTF Ca sens act: cardiac RTF calcium sensitization; IANBD-labeled TnC RTF fluorescence at EC20 calcium; 0% EC20 calcium, 100% full calcium; activation, % at 7.2 µM; AID 493008; P19429+P45379; hit rate 0.24% among 340,000;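 active means activation above the mean over all tested compounds plus 3 SD, cut at about 30% in these data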;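 further: rise in fluorescence read as greater calcium sensitivity of cardiac thin filaments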
DSG3 Ab inh: inhibitors of pemphigus antibody binding to human desmoglein-3; P32926; DSG3-coupled beads, scFv-anti-DSG3-GFP binding, flow cytometry; stronger effect = lower value; binding (percent of control), % at 10 µM; hit rate 0.48% among 310,000;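 active means binding more than 3 SD below its plate's average and above zero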; further: some compounds called inactive have numbers as strong as hits
The depositor's hits bear a star; . = no result given.

item	smiles	RTF Ca sens act	V-ATPase pH	Keap1-Nrf2 PPI	Wnt act	RTF Ca sens inh	LANA DNA inh	OPRM1-OPRD1 ag	OPRM1-OPRD1 inv	Arrestin-AP2 inh	DSG3 Ab inh
1	O=c1[nH]c(N2CCN(Cc3ccccc3)CC2)nc2c1CCC2	.	2	0	0	.	0.0	.	.	15	.
2	COc1cccc(CN2CC(C(=O)NCc3cccc(N4CCCC4)c3)CCC2=O)c1 (stereo not drawn)	2	2	-9	-2	-3	-1.8	-1.7	9	1	154
3	Nc1nc(SCC(=O)N2CCN(S(=O)(=O)c3ccc(Cl)cc3)CC2)n[nH]1	12	5	1	0	-10	-1.0	-0.3	1	-12	104
4	CSc1ccccc1NC(=O)CN(C)C(=O)Cc1c(F)cccc1Cl	-5	-4	-5	-3	-2	-1.2	-2.5	13	20	96
5	O=C(Nc1nc(-c2ccc(S(=O)(=O)N3CCCCCC3)cc2)cs1)c1ccccc1	0	1	-3	-7	0	-2.0	3.1	-16	1	.
6	CCn1c(SCC(=O)Nc2cc(C)on2)nc2c1c(=O)n(C)c(=O)n2C	3	2	4	.	-6	-1.5	1.2	-7	11	103
7	O=C1NCCCCC1NC1CC(=O)N(c2ccccc2)C1=O (stereo not drawn)	-1	-3	1	-2	-6	0.7	-2.0	12	11	115
8	C=CCCCCCCCCC(=O)N1CCN(c2cc3c(cc2F)c(=O)c(C(=O)O)cn3CC)CC1	-1	7	-1	-9	-13	-3.3	-1.2	6	9	96
9	CCOc1ccccc1N1C(=O)c2ccc(C(=O)O)cc2C1=O	1	-3	1	.	-2	0.9	-2.3	11	0	92
10	CN(C)C(CNC(=O)CCS(=O)(=O)c1ccccc1)c1ccccc1 (stereo not drawn)	0	-1	0	-1	-11	-0.1	60*	-270	-7	100
11	COCCCNC(=O)c1cc2c(=O)n3cccc(C)c3nc2s1	13	1	1	2	-3	-1.3	-3.5	20	-6	100
12	O=C(/C=C/Nc1ccccc1)c1ccc(Oc2ncccn2)cc1	2	-1	-5	-2	2	0.1	-1.3	7	-9	94
13	CC(C)(C)OC(=O)N1CCC(CC2CC(c3ccc(Cl)cc3)=NO2)(C(=O)NCC2CCCCC2)CC1 (stereo not drawn)	-5	2	-2	4	-10	0.9	1.7	-10	6	105
14	COc1cccc2c1CCC1=CC(=O)CCC12C (stereo not drawn)	-2	4	2	-4	0	1.3	-1.8	9	14	87
15	COc1ccc(-c2ccc(OC)cc2)cc1	6	3	-3	.	-3	-0.9	0.7	-4	6	98
16	CC(C(=O)NCc1ccccc1)N(Cc1ccccc1Cl)C(=O)c1snc(C(N)=O)c1N (stereo not drawn)	4	7	-1	-1	5	0.4	0.1	-1	1	114
17	Cc1cc(N)n2nc(-c3ccccc3)cc2n1	7	-1	-2	-1	-5	-0.4	1.5	-8	2	100
18	CCc1cccc(Nc2c([N+](=O)[O-])cc(C(=O)N3CC(=O)Nc4ccccc43)cc2[N+](=O)[O-])c1	-8	3	5	.	-5	-0.8	11	-69	26	93
19	CCOC(=O)[C@H]1[C@H]2COc3ccc(C)cc3[C@@H]2N2C(=O)CN(Cc3ccc(Cl)cc3)C(=O)[C@@]12C	0	-4	-3	-2	-5	-1.6	-0.9	5	32	103
20	CN1/C(=C/C=C(/C#N)C(N)=O)C(C)(C)c2ccccc21	9	0	-15	.	-4	11	-3.3	19	-5	114
21	COc1ccc(OC)c(NC(=O)CSc2nc(N3CCOCC3)nc(N3CCOCC3)n2)c1	1	-1	-2	-4	5	-0.9	-4.2	14	7	101
22	COc1ccccc1NC(=O)c1oc2ccc(C)cc2c1C	0	-1	-7	5	6	-1.0	-0.2	1	2	110
23	Cc1ccc(-n2nc(-c3ccco3)cc2C(=O)O)cc1	-4	-1	-8	0	-27	13	-2.9	16	0	97
24	NC(=O)[C@@H]1CC2(CC(c3cccc(NC(=O)COc4ccc(Cl)cc4)c3)=NO2)CN1C(=O)COc1ccc(Cl)cc1 (stereo partly drawn)	-3	0	-1	-11	-14	-0.4	1.6	-9	-4	97
25	COc1ccc(C(C(=O)NCC2CCCO2)N(C(=O)c2snc(C(N)=O)c2N)c2ccccc2C)cc1OC (stereo not drawn)	-3	-3	-5	3	-8	0.3	1.4	-11	22	101
26	O=C(Nc1ccc2nn(-c3ccccc3)nc2c1)c1ccco1	0	2	1	.	-4	-0.2	-1.3	8	5	96
27	CCOc1ncccc1C(=O)NNC(=O)c1csc(N2CCOCC2)n1	-7	0	3	1	0	-0.6	-0.5	3	-14	102
28	CCN1C=C(C(=O)OC)C(c2cccc(C)c2)C(C(=O)OC)=C1	-3	-3	-6	-3	1	0.5	1.8	-11	7	.
29	COc1ccc(NS(=O)(=O)c2cc(NC(=O)c3ccccn3)ccc2OC)cc1Br	1	1	0	4	-4	1.9	-1.4	6	-3	114
30	COc1ccc(Cl)cc1C(=O)Nc1ccc(CN2CCCCC2)cc1	-3	-1	-3	-1	-7	-0.7	-1.8	11	11	99

Next results follow.
item	smiles	RTF Ca sens act	V-ATPase pH	Keap1-Nrf2 PPI	Wnt act	RTF Ca sens inh	LANA DNA inh	OPRM1-OPRD1 ag	OPRM1-OPRD1 inv	Arrestin-AP2 inh	DSG3 Ab inh
31	CCc1cccc(NC(=O)C2CCCN(S(=O)(=O)c3cccs3)C2)c1 (stereo not drawn)	4	8	2	-5	24*	0.1	0.6	-4	23	.
32	CCOc1ccccc1NC(=O)c1ccc2c(c1)C(=O)N(CC1CCCO1)C2=O (stereo not drawn)	-5	2	-2	-2	2	-0.3	-1.4	7	33	116
33	CC(C)Oc1cccc(C(=O)Nc2ccc(CN3CCOCC3)cc2)c1	0	2	1	1	1	0.2	-4.9	23	29	.
34	CC1CC(=O)N(CC(=O)NCc2ccc(F)cc2)c2ccccc2S1(=O)=O (stereo not drawn)	-4	0	-2	1	-8	-0.6	-3.3	17	-24	104
35	CCn1c(CCNC(=O)c2ccc(Cl)cc2Cl)n[nH]c1=S	5	1	-1	.	1	-2.5	-0.3	2	10	106
36	CC1(C(=O)N(CC(=O)NC2CCCC2)Cc2ccc(Cl)cc2)CC(=O)N=C2C=CC=CN21 (stereo not drawn)	-10	3	-2	-1	-2	-0.1	1.3	-10	23	106
37	Cc1cc(/C=C(\C#N)C(=O)O)c(C)n1CC1CCCO1 (stereo not drawn)	8	-6	-1	-2	-7	1.3	-1.9	9	8	103
38	Cc1ccc(-c2nc3ncccc3o2)cc1NC(=O)c1cc2ccccc2o1	-2	4	3	-2	3	-0.6	-3.9	16	-12	.
39	Cc1cccc(C)c1NC(=O)CN(C)C(=O)c1cc(S(=O)(=O)N(C)C)ccc1N1CCCC1	2	-4	0	-1	-4	-1.3	-1.7	9	-12	109
40	Cc1ccc(C(=O)N/C(=C\c2ccc(-c3ccc(Cl)cc3)o2)C(=O)NCCCN(C)C)cc1	.	-3	-3	-3	.	-0.4	.	.	-10	.
41	Nc1cccc(C(=O)OCC(=O)NC2CCCc3ccccc32)c1 (stereo not drawn)	-1	1	0	0	-4	-0.3	0.0	0	-18	92
42	O=C(N/C(=C\c1ccc(Br)cc1)C(=O)N1CCCC1)c1ccccc1F	7	-1	2	1	-4	4.3	-2.9	14	40	92
43	Cc1cc(Br)cnc1NC(=S)Nc1ccc(F)cc1F	0	2	-6	-2	-4	0.2	0.7	-3	5	123
44	CC1CCCN(S(=O)(=O)c2ccc(NC(=O)C3CCN(C(=O)c4ccco4)CC3)cc2)C1 (stereo not drawn)	1	1	-1	-3	-6	0.4	-0.8	6	0	94
45	CSC1=N/C(=C\c2ccccc2Cl)C(=O)N1N(C)C	-5	3	-5	0	-17	-4.0	-1.8	9	1	111
46	O=C(N/N=C/C=C/c1ccc2c(c1)OCO2)C(O)c1ccccc1 (stereo not drawn)	0	2	6	1	3	-0.3	-1.2	6	40	.
47	COc1ccc(NC(=S)NCc2ccc(F)cc2)cc1	2	5	-5	3	-8	-2.8	-1.5	8	3	98
48	Cc1csc2ncc(C(=O)NCc3ccco3)c(=O)n12	6	1	-2	.	-15	-0.8	-0.3	2	-3	104
49	CCOC(=O)c1cc(NC(=O)Nc2cc(C)ccn2)c(C)nc1C	3	-2	.	1	1	.	0.7	-3	32	120
50	O=C(Cn1nc(-c2cccc([N+](=O)[O-])c2)c2ccccc2c1=O)Nc1cccnc1	2	-1	-1	.	-12	0.5	-1.0	5	-6	99
51	COc1ccc(N2C(=O)c3cccc4c(N(C)CCO)ccc(c34)C2=O)cc1	48*	1	-2	3	-71	33	-0.1	0	1	135
52	CCOC(=O)c1ccc(NC(=S)NCc2cccnc2)cc1	4	-2	1	6	-1	-0.6	-2.2	12	15	98
53	CCOc1ccc(NC(=O)N2CCC(NC(=O)c3ccco3)CC2)cc1	3	5	-1	-7	1	0.2	-1.7	10	-3	.
54	Cc1c(CCC(=O)O)c(=O)oc2c(C)c3occ(-c4ccc(Br)cc4)c3cc12	-10	-1	-2	-4	9	-1.2	-3.0	14	13	115
55	C=CC[C@@H](CC(=O)NCCO)C(=O)N[C@@H](COC(=O)[C@@H](CC=C)CC(=O)OC(C)(C)C)Cc1ccccc1	0	-3	-2	1	1	-1.0	-0.2	1	18	98
56	CCCCc1nnc(NC(=O)CN2C(=O)NC3(CCCCC3)C2=O)s1	0	0	-3	1	-6	2.8	-2.2	12	-10	104

Reprinted at random: 3 records from the list, in no set order.
item	smiles	RTF Ca sens act	V-ATPase pH	Keap1-Nrf2 PPI	Wnt act	RTF Ca sens inh	LANA DNA inh	OPRM1-OPRD1 ag	OPRM1-OPRD1 inv	Arrestin-AP2 inh	DSG3 Ab inh
35	CCn1c(CCNC(=O)c2ccc(Cl)cc2Cl)n[nH]c1=S	5	1	-1	.	1	-2.5	-0.3	2	10	106
44	CC1CCCN(S(=O)(=O)c2ccc(NC(=O)C3CCN(C(=O)c4ccco4)CC3)cc2)C1 (stereo not drawn)	1	1	-1	-3	-6	0.4	-0.8	6	0	94
52	CCOC(=O)c1ccc(NC(=S)NCc2cccnc2)cc1	4	-2	1	6	-1	-0.6	-2.2	12	15	98

Profiles as entered above. Order of screens: RTF Ca sens act, V-ATPase pH, Keap1-Nrf2 PPI, Wnt act, RTF Ca sens inh, LANA DNA inh, OPRM1-OPRD1 ag, OPRM1-OPRD1 inv, Arrestin-AP2 inh, DSG3 Ab inh
CCOC(=O)c1ccc(NC(=S)NCc2cccnc2)cc1 in the list: 4, -2, 1, 6, -1, -0.6, -2.2, 12, 15, 98
Nc1cccc(C(=O)OCC(=O)NC2CCCc3ccccc32)c1 (stereo not drawn) in the list: -1, 1, 0, 0, -4, -0.3, 0.0, 0, -18, 92
CCOc1ccc(NC(=O)N2CCC(NC(=O)c3ccco3)CC2)cc1 in the list: 3, 5, -1, -7, 1, 0.2, -1.7, 10, -3, .
Cc1csc2ncc(C(=O)NCc3ccco3)c(=O)n12 in the list: 6, 1, -2, ., -15, -0.8, -0.3, 2, -3, 104
